# Bioassay records deposited in PubChem by several laboratories.
# LMPTP inh: blocks human LMPTP phosphatase; inhibition, % at 20 µM; P24666; 360,000 tested, 0.22% active; recombinant LMPTP-A, OMFP fluorogenic substrate, fluorescence intensity; AID 651560;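 active = compounds that cut the enzyme signal by at least half of the control window in the single-dose screen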;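 note: plate controls were DMSO wells with enzyme plus substrate for no effect and substrate without enzyme for full effect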
#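 Test system – LMPTP-A enzyme · Amount – LMPTP-A at 0.625 nM final in the reaction · Buffer or medium – Bis-Tris pH 6.0, DTT, detergent · Reagent – OMFP 400 µM · Doses – single 20 µM dose · Schedule – reaction 50 min, room temperature, dark · Detection – fluorescence intensity of OMFP turnover product · Evaluation – percent inhibition versus substrate-only and uninhibited controls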
# Neddyl block: cullin neddylation inhibition; P61081+Q13564; TR-FRET cullin neddylation, biochemical; calls only at 25 µM; 360,000 tested, 0.58% active; AID 651699; in the data active = inhibition above about 36%
# Target sequence (P61081 whole entry, looked up): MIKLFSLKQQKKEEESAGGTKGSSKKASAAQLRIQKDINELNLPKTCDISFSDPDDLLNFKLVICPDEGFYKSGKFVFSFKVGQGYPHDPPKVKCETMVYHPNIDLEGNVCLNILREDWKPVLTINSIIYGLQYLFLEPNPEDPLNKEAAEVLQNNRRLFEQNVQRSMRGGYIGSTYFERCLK
# Target sequence (Q13564 whole entry, looked up): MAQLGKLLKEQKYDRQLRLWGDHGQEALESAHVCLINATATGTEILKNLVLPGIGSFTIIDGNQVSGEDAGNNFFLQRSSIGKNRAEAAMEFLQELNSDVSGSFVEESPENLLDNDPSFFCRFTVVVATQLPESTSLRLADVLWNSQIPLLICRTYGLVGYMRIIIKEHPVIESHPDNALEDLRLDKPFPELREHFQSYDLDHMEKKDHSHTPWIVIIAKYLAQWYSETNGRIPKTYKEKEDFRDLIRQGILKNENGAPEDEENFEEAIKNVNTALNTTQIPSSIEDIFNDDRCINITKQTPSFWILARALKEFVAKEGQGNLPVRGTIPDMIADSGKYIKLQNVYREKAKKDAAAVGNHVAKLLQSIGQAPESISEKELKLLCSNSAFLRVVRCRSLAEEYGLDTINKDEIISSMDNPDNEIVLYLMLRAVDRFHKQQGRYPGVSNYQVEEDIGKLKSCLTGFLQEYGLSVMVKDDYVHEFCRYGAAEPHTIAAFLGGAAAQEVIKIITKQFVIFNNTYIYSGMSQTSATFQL
# Scp-1 inhibitor: blocks human Scp-1 phosphatase activity; Q9GZU7; 340,000 tested, 0.88% active; AID 493091; inhibition, % at 20 µM; Recombinant Scp1, phosphopeptide, malachite green phosphate absorbance;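 active = inhibition above about 50% at 20 µM, limit read from the data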;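 note: plate controls were DMSO wells with enzyme for no effect and wells lacking enzyme for full effect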
#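 System: SCP-1 catalytic domain; Reagent: Phospho 17-mer peptide substrate; Doses: one concentration, 20 µM, with 1.0% DMSO; Incubation: 45 min room-temperature reaction, 5 min colour, 30 min stabiliser; Signal: Phosphate-binding colour reagent, absorbance read at 630 nm.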
# STEP block: inhibitors of human striatal-enriched phosphatase STEP; inhibition, % at 20 µM; recombinant STEP, OMFP fluorogenic substrate, fluorescence; P54829; 360,000 tested, 0.25% active;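 active = inhibition at 20 µM, scaled per plate between control wells, above about 37%, limit read from the data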;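 note: 0% = DMSO with enzyme and substrate and 100% = substrate only without enzyme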
#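 System: STEP (striatal-enriched tyrosine phosphatase) enzyme, cell-free; medium: Bis-Tris pH 6.0 buffer with DTT, detergent; dosing: 20 µM, 1% DMSO; times: reaction 20 min, ambient temperature; detection: fluorescence, 480/540 nm; read-out basis: normalized % inhibition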
# Rpn11 inh: blocks the human proteasome subunit Rpn11; O00487; human 26S proteasome, Ub4-pepOG fluorescence polarization; 20S core pre-blocked with epoxomicin; calls only at 20 µM; 360,000 tested, 0.59% active;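 active = inhibition at 20 µM, scaled to each plate's controls, above about 33%, limit read from the data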
# SUMO1 PPI mod: modulators of human SUMO1-mediated protein-protein interactions | P63165 | SUMO1 binding to a labelled peptide, TR-FRET, 1 h | inhibition, % at 20 µM | 360,000 tested, 0.33% active; in the data active = inhibition above about 37%
# NadD inh: blocks S. aureus nicotinate mononucleotide adenylyltransferase; AID 602399; purified NadD enzyme, colorimetric absorbance read-out; 360,000 tested, 0.78% active; inhibition, % at 20 µM; in the data active = inhibition above about 26%; note: some compounds past the cut are filed as inactive
# Rin1 Abl inh: inhibitors of human Rin1-Abl protein interaction; P00519+Q13671; TR-FRET Rin1/Abl binding, biochemical; inhibition, % at 7.35 µM; 360,000 tested, 0.4% active; AID 588664; in the data active = inhibition above about 5%, passing the limit was not always enough
# CSN deneddyl inh: blocks human CSN-mediated cullin deneddylation; Purified CSN, SCF-Nedd8-OG deneddylation, fluorescence polarization; Q92905; inhibition, % at 12.5 µM; 360,000 tested, 0.38% active;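 active = pattern-corrected inhibition above about 35%, with an unprinted fluorescence ratio check between 0.5 and 1.5, limit read from the data, passing the limit was not always enough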;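 note: 0% = enzyme with substrate and 100% = substrate without enzyme; some results filed as inactive read as strong as hits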
# Target sequence (Q92905 whole entry, looked up, one chain of several): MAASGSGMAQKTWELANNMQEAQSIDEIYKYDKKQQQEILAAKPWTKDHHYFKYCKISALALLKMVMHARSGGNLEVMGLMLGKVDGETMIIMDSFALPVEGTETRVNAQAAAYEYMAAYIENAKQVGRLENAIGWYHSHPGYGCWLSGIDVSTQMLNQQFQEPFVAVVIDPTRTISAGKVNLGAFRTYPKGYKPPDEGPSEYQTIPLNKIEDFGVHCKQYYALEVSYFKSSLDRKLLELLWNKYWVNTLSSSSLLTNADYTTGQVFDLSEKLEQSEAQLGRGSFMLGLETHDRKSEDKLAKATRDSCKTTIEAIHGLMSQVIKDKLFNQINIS
#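 Assay system: purified human Csn5 enzyme expressed in HEK293T cells; measure: % inhibition; also added: SCFSkp2-Nedd8OG substrate at 10 nM final; technique: fluorescence polarization; times: reaction 90 min, room temperature; medium: Tris buffer pH 7.5, NaCl, DTT, Tween-20, trehalose, ovalbumin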
# DNMT1 block: DNMT1 (human) enzyme inhibition; AID 588458; P26358; 360,000 tested, 0.83% active; inhibition (reported as % activation of signal), % at 10 µM; DNMT1 molecular beacon, Hinp1I cleavage, fluorescence; in the data active = inhibition above about 50%
# The depositor's hits bear a star; i = inactive; . = not tested or not shown.
# Order of results: Rpn11 inh, CSN deneddyl inh, DNMT1 block, Rin1 Abl inh, NadD inh, Scp-1 inhibitor, Neddyl block, SUMO1 PPI mod, LMPTP inh, STEP block
- O=C(Nc1ccc(NS(=O)(=O)c2ccccc2)cc1)c1cccnc1
 : i, -1, 2, 1, -2, -3, i, 4, 0.6, -2
- O=c1cc(CSc2nnc(Nc3ccccc3F)s2)nc2sccn12
 : i, -6, 1, -3, 4, -2, i, 2, -0.8, 4
- Cc1csc(NC(=O)CSc2nnc(NC(=O)NC(C)(C)C)s2)n1
 : i, 6, 0, -1, 3, -3, i, 1, 0.9, 2
- CC(=O)Nc1ccc(N(C(=O)CNC(=O)c2ccco2)C(C(=O)NCC2CCCO2)c2ccccc2)cc1 (stereo not given)
 : i, -6, 1, 1, 0, 1, i, 0, 0.3, 0
- O=C(NC1CCCCC1)C1CCC(CNS(=O)(=O)c2ccccc2)CC1 (stereo not given)
 : i, 3, 2, 3, -5, -7, i, 4, -1.4, -2
- CC(C)C(=O)c1c(C(C)C)nn2ccccc12
 : i, 0, 9, 0, -3, -6, i, -3, -1.1, -2
- O=C(NCc1ccc(C(F)(F)F)cc1)C1CC(c2ccccc2C(F)(F)F)=NO1 (stereo not given)
 : i, 0, 1, -1, -7, -6, i, 1, 1.3, -1
- COc1cccc(-c2nc(CS(=O)(=O)CC(=O)N3CCN(C)CC3)c(C)o2)c1
 : i, -2, 10, 1, 5, -8, i, -3, -1.7, 3
- Cc1ccc(N=C2S/C(=C/c3cccc(OCC(=O)O)c3)C(=O)N2C)cc1C
 : i, 2, 3, 0, 4, -9, i, -12, 1.0, 1
- Cc1ccc(OCCOCCOc2ccc(Br)cc2/C=N\NC(=O)c2ccncc2)cc1
 : i, -13, -1, -5, -2, -15, i, 0, 2.1, 2
- Cc1ccc(NC(=O)C(=O)NCCOc2ccccc2Cl)cc1
 : i, -14, 1, -3, -5, -5, i, 1, 0.1, -3
- CS(=O)(=O)N1CCC(C(=O)Nc2ccc3c(c2)OCCO3)CC1
 : i, 2, 1, 3, 9, -8, i, -2, 0.0, 0
- O=C(CSCC(=O)N1CCCCC1)OCC(=O)c1c[nH]c2ccccc12
 : i, 3, -5, -3, 0, -6, i, 2, -0.5, 0
- CC(C)Cc1c(O)nc(SCC(=O)Nc2ccc3c(c2)CCC3)[nH]c1=O
 : i, 1, 0, 3, -2, -11, i, 0, 0.7, -1
- O=C(C1CCN(Cc2cccs2)CC1)N1CCN(Cc2ccc3c(c2)OCO3)CC1
 : i, -12, 3, 1, -6, -12, i, -2, 1.3, 1
- COc1ccccc1NC(=S)N(CCCN1CCOCC1)Cc1cn(C)c2ccccc12
 : i, -1, -13, -2, -5, -4, i, -3, -3.8, 8
- CCc1c(O)nc(SCC(=O)N2CCCCC2)n(-c2ccccc2C)c1=O
 : i, 0, 2, -1, 7, -4, i, 2, -0.5, -4
- COc1ccccc1CC(=O)N1CCN(c2ccc([N+](=O)[O-])cc2)CC1
 : i, 12, -4, -2, -1, -8, i, -18, 1.7, 4
- CN(n1cnc2ccccc2c1=O)S(C)(=O)=O
 : i, -1, 2, 0, 4, -16, i, -1, -0.6, -2
- CCCc1nnc(NC(=O)Nc2ccccc2OC)s1
 : i, -3, 4, 3, 0, -5, i, -1, -0.4, -1

# Some of the entries so far, as tab-separated lines.
SMILES	Rpn11 inh	CSN deneddyl inh	DNMT1 block	Rin1 Abl inh	NadD inh	Scp-1 inhibitor	Neddyl block	SUMO1 PPI mod	LMPTP inh	STEP block
O=C(Nc1ccc(NS(=O)(=O)c2ccccc2)cc1)c1cccnc1	i	-1	2	1	-2	-3	i	4	0.6	-2
O=c1cc(CSc2nnc(Nc3ccccc3F)s2)nc2sccn12	i	-6	1	-3	4	-2	i	2	-0.8	4

# (continued)
# Order of results: Rpn11 inh, CSN deneddyl inh, DNMT1 block, Rin1 Abl inh, NadD inh, Scp-1 inhibitor, Neddyl block, SUMO1 PPI mod, LMPTP inh, STEP block
- COc1ccc(N2CCN(CCNC(=O)Nc3ccc(C)c(Cl)c3)CC2)cc1
 : i, 5, -2, 2, -8, 5, i, -3, -0.8, 1
- N#CCCSCc1ccc2oc(C(=O)O)cc2c1
 : i, 1, 5, -1, -3, 5, i, 0, 0.9, 1
- C#CCN1C=CC(=O)[C@@H](OC(=O)Nc2ccc(C)cc2)[C@H]1c1ccccc1Br
 : i, 5, 4, -1, 1, 7, i, -1, -1.2, -2
- CCCN(Cc1ccco1)S(=O)(=O)c1ccc(OC)c(OC)c1
 : i, -1, 1, 0, -5, -5, i, 2, 0.6, 0
- S=c1[nH]nc(-c2ccc(Cl)cc2)n1CCCN1CCOCC1
 : i, 4, -1, 1, -7, -7, i, 13, -3.9, -4
- O=C(Nc1ccc(N2CCCC2)cc1)c1ccc([N+](=O)[O-])cc1Cl
 : i, 9, 74*, -3, 36*, 1, i, -10, 36, 1
- COc1ccc(OC)c(NC(=O)C2CC(=O)N(CCc3ccccc3)C2)c1 (stereo not given)
 : i, -1, -10, -1, -2, -7, i, -2, -1.2, 0
- COc1ccc(NC(=O)c2ccccc2OCc2ccc(F)cc2)c(OC)c1
 : i, 1, -11, 1, 5, -15, i, 5, 7.6, 2
- COC(=O)c1ccccc1NC(=O)C1=CC(c2cccs2)=NS(=O)(=O)N1C
 : i, -5, -3, -4, -10, -15, i, -23, 0.9, 1
- Cc1cccc(CC(=O)N2CCOCC2)c1
 : i, 1, -1, 1, -9, -1, i, 4, 0.3, -1
- CCN(CC)CCn1c2c(c(SCC(=O)Nc3ccc(C(C)C)cc3)nc1=O)CCCC2
 : i, -3, -2, 1, -8, 4, i, -1, 1.7, -1
- O=C(/C=C/c1ccccc1[N+](=O)[O-])NCCN1C(=O)S/C(=C\c2ccc(F)cc2)C1=O
 : i, -1, 14, 3, -5, 15, i, -4, 16, 4
- CC1=C(C(=O)N2CCCCCC2)CC(CC(=O)NCCc2ccccn2)C(=O)N1CCC1=CCCCC1 (stereo not given)
 : ., -2, ., ., 8, ., i, 6, -1.1, .
- CCCc1[nH]nc2c1C1(C(=O)N(C(C)C)c3ccccc31)C(C#N)=C(N)O2 (stereo not given)
 : i, 1, -2, -1, -2, -3, i, -1, 0.0, 3
- COCc1c(C(=O)N/N=C(\C)c2ccncc2)nnn1-c1nonc1N
 : i, 3, -1, -3, -7, -4, i, -8, -3.0, 0
- COCC(=O)N1C[C@H]2CON(C)[C@H]2C[C@H]1c1cccc(-c2ccc(C#N)cc2)c1
 : i, 5, 3, 2, 3, 33, i, 0, -2.4, 0
- CC(=O)c1ccc(N2CCN(C(=O)C3CCN(S(=O)(=O)Cc4ccccc4)CC3)CC2)cc1
 : i, 92*, -45, -2, 1, -2, i, 17, 7.1, 8
- COCCn1c(SCc2nnc(-c3ccccc3)o2)nc2sc3c(c2c1=O)CCC3
 : i, -5, -7, 3, 4, -18, i, -4, 4.9, -1
- CCC(=O)c1ccc(N2CCN(C(=O)c3cc([N+](=O)[O-])ccc3F)CC2)c(F)c1
 : i, 0, 2, -3, -5, -3, i, -13, -1.8, -3
- CCOC(=O)c1csc(-c2ccc(COC(=O)c3ccccc3)o2)n1
 : i, 1, -3, 1, 0, ., i, -16, 2.0, -2

# 2 of these compounds in a different format:
> CC(C)Cc1c(O)nc(SCC(=O)Nc2ccc3c(c2)CCC3)[nH]c1=O
  Rpn11 inh: i; CSN deneddyl inh: 1; DNMT1 block: 0; Rin1 Abl inh: 3; NadD inh: -2; Scp-1 inhibitor: -11; Neddyl block: i; SUMO1 PPI mod: 0; LMPTP inh: 0.7; STEP block: -1

> S=c1[nH]nc(-c2ccc(Cl)cc2)n1CCCN1CCOCC1
  Rpn11 inh: i; CSN deneddyl inh: 4; DNMT1 block: -1; Rin1 Abl inh: 1; NadD inh: -7; Scp-1 inhibitor: -7; Neddyl block: i; SUMO1 PPI mod: 13; LMPTP inh: -3.9; STEP block: -4

# 2 entries from above, as labelled records.
CCCN(Cc1ccco1)S(=O)(=O)c1ccc(OC)c(OC)c1
  Rpn11 inh: i	CSN deneddyl inh: -1	DNMT1 block: 1	Rin1 Abl inh: 0	NadD inh: -5	Scp-1 inhibitor: -5	Neddyl block: i	SUMO1 PPI mod: 2	LMPTP inh: 0.6	STEP block: 0

S=c1[nH]nc(-c2ccc(Cl)cc2)n1CCCN1CCOCC1
  Rpn11 inh: i	CSN deneddyl inh: 4	DNMT1 block: -1	Rin1 Abl inh: 1	NadD inh: -7	Scp-1 inhibitor: -7	Neddyl block: i	SUMO1 PPI mod: 13	LMPTP inh: -3.9	STEP block: -4

# An excerpt from above in order of their number in SUMO1 PPI mod, ascending:
structure	SUMO1 PPI mod
CS(=O)(=O)N1CCC(C(=O)Nc2ccc3c(c2)OCCO3)CC1	-2
COCC(=O)N1C[C@H]2CON(C)[C@H]2C[C@H]1c1cccc(-c2ccc(C#N)cc2)c1	0
O=C(NCc1ccc(C(F)(F)F)cc1)C1CC(c2ccccc2C(F)(F)F)=NO1 (stereo not given)	1

# Further entries
# Order of results: Rpn11 inh, CSN deneddyl inh, DNMT1 block, Rin1 Abl inh, NadD inh, Scp-1 inhibitor, Neddyl block, SUMO1 PPI mod, LMPTP inh, STEP block
- CC1=C(C(=O)N2CCCCCC2)CC(CC(=O)NCCCN(C)C)C(=O)N1CCCN1CCCC1=O (stereo not given)
 : ., -6, ., ., -2, ., i, 2, -4.7, .
- CCOC(=O)C(C)Oc1c(C(=O)OC)sc2ncccc12 (stereo not given)
 : i, 2, -1, -6, -6, 2, i, 10, -1.2, -2
- COC(C/C=C\[C@H](O)[C@@H](C)OCc1ccccc1)OC
 : i, -4, -1, 6, 1, -2, i, 5, -0.6, 5
- S=c1[nH]nc(C(c2ccccc2)C2CCCCC2)o1 (stereo not given)
 : i, 4, 0, 0, -4, -4, i, 6, -0.7, 1
- CS(=O)(=O)c1ccc(C(=O)OCC(=O)NC2CCS(=O)(=O)C2)cc1[N+](=O)[O-] (stereo not given)
 : i, 5, 2, -5, -3, -5, i, -25, 0.1, -3
- C/C(=C\[C@@H](NP(=O)(c1ccccc1)c1ccccc1)c1ccccc1)CO[Si](c1ccccc1)(c1ccccc1)C(C)(C)C
 : i, 6, 11, 1, 2, -6, i, 7, 13, 9
- Cc1ccc(C(=O)NCCCNC(=O)COc2ccc(C)c(C)c2)cn1
 : i, 4, 0, 2, -1, 2, i, -2, 1.7, 0
- COc1cccc(NCc2cc(=O)oc3cc(C)c(O)cc23)c1
 : i, 4, -6, -1, -5, -6, i, -6, 1.3, 1
- O=C1CC(c2ccco2)CC(O)=C1C=Nc1ccccc1-c1ccccc1 (stereo not given)
 : i, 2, 1, 2, -4, -2, i, -8, 1.6, 4
- Cc1ccc(CNC(C)(C)CO)cc1
 : i, -11, 6, -3, -5, -1, i, -1, -1.7, 2

# This is a random part of the collection. About 3.8% of those tested had a hit in this group.
